Screens from PubChem.
miR-122 sensor – miR-122 inhibition in Huh7 cells | AID 602342 | activation (reporter increase), % at 12.5 µM | Huh7 miR-122 Renilla luciferase sensor, 48 h; neutral wells = 0, positive control = 100 | hit rate 0.3% among 340,000;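 active = mean replicate activation score at least 90 and every replicate individually at or above 90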;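 note: higher luciferase means less miR-122 activity so hits act as miR-122 inhibitors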
Cneo AK release – Cryptococcus neoformans lysis via adenylate kinase release; C. neoformans lysis, adenylate kinase release luminescence, 4 h; normalised: neutral wells 0, clomiphene wells 100; lysis activity, % at 15 µM; hit rate 0.2% among 360,000;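 active = mean lysis activity across replicates of at least 80%, whatever share of replicates individually reach that level; inactive = mean lysis activity below 80%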
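Assay system: Cryptococcus neoformans yeast cells / Dosing: single-point compound dose / Timing: 4 h at 37 °C static, read 1 h later / Measured by: luminescence of released adenylate kinase using an AK detection reagent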
esBAF inh – inhibitors of esBAF chromatin remodeling in mouse ES cells; Bmi1-luciferase knock-in reporter, 24 h; 100% = twice the neutral-well signal; reporter increase, % at 12.5 µM; hit rate 2% among 350,000; in the data active = activation above about 40%;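 note: 0% = median of the plate's neutral control wells and 100% = double that signal; a rise in the Bmi1 reporter signal indicates esBAF inhibition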
Statin myotox sup – protects C2C12 myotubes from simvastatin toxicity; AID 602340; hit rate 0.78% among 330,000; rescue of ATP level, % at 7.49 µM; ATP luminescence, 48 h; scaled: DMSO 0, geranylgeraniol control 100;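 active = mean ATP rescue above about 67%, or every replicate alone reaching that limit, limit read from the data, passing the limit was not always enough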;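 note: myotubes were challenged with 10 µM simvastatin during compound exposure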
ERp5 block – inhibitors of human ERp5 | Q15084 | ERp5 insulin aggregation, absorbance 650 nm, 90 min | inhibition, % at 9.99 µM | hit rate 0.05% among 350,000 | AID 651711;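 active = mean replicate inhibition above about 25%, with every replicate also reaching it, limit read from the data, passing the limit was not always enough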
Target sequence (Q15084 whole entry, looked up): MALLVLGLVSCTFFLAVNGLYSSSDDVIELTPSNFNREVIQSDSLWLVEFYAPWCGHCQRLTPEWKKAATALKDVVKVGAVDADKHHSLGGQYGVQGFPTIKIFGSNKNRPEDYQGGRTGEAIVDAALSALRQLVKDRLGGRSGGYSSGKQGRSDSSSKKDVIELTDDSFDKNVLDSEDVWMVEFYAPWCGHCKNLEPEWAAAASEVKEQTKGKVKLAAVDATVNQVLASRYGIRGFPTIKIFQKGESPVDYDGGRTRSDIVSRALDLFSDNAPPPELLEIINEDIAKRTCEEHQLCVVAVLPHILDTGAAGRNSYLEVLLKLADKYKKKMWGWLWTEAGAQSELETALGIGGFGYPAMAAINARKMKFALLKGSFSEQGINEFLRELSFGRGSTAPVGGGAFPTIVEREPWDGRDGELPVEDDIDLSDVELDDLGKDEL
ARNT TACC3 PPI – disruptors of human ARNT/TACC3 interaction | inhibition, % at 9.99 µM | AlphaScreen His-ARNT PAS-B/GST-TACC3 binding, luminescence; TACC3 fragment carries E629A point mutation | hit rate 0.66% among 390,000 | Q9Y6A5;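 active = mean inhibition of replicates at least 50% and at least half of replicates each reaching 50%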;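 note: 0% = complete ARNT plus TACC3 wells and 100% = ARNT alone without TACC3; many hits fall short of the cut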
SIRT5 inh – sirtuin-5 (human) deacylase inhibition. Q9NXA8. Purified SirT5, succinyl-peptide AMC, trypsin-coupled fluorescence. inhibition, % at 15 µM. hit rate 1.1% among 330,000; in the data active = inhibition above about 15%
Target sequence (Q9NXA8 whole entry, looked up): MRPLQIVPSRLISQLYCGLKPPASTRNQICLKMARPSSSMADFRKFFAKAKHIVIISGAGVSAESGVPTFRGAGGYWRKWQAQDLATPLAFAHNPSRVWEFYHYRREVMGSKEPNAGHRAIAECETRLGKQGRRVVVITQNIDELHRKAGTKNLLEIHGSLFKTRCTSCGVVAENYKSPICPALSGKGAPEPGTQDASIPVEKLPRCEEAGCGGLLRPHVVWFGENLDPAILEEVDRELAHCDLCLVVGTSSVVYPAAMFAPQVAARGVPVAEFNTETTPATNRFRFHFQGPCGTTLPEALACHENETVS
An asterisk follows results filed as active; i = inactive; x = no result given; & = joins results of further samples; [ ] = remark or other dose.

SMILES,miR-122 sensor,Cneo AK release,esBAF inh,Statin myotox sup,ERp5 block,ARNT TACC3 PPI,SIRT5 inh
O=[N+]([O-])c1ccc(OP(=O)(O)Oc2ccc([N+](=O)[O-])cc2)cc1,x,1,1,3,1,-6,2
C[C@]12CCC3C(CC[C@@H]4C[C@@H](O)CC[C@]34C)C1CC[C@@H]2O (stereo not given in full),8,-1,-1,2,-3,-6,8
CCC(COC(=O)c1cc(OC)c(OC)c(OC)c1)(c1ccccc1)N(C)C (stereo not given),5&7,-5&2&0,2&-6&-4,2&3,-3&-5,-13&35&4,-3&-5
c1ccc2c(c1)-c1cccc3cccc-2c13,-8,-1,8,7,3,i,6
COC(=O)C1=C(c2cccc(OC)c2OC)C[C@@H]2CC[C@H]1N2C,-1,5,14,9,-2,-7,x
O=C(Cc1ccccc1)N1CCN(Cc2ccccn2)CC1,2,2,x,x,1,x,-4
CN(C)CCOC(=O)c1cn(Cc2ccccc2)c2ccccc12,1,0,-4,8,x,-5,x
CC(=O)NC(Cc1ccc(N(CCCl)CCCl)cc1)C(=O)O (stereo not given),-1,0,-1,10,2,-4,-3
Fc1ccccc1N1CCN(Cc2c(F)cccc2F)CC1,-3,1,8,-46,x,-6,x
O=C1CCN(C(=O)CCCn2c(=O)oc3ccccc32)CC1,-6,2,10,-1,-10,-1,-1
O=c1c2ccccc2nc(N2CCCC2)n1-c1ccc(Cl)cc1,6,0,-7,5,x,-7,x
O=C(C1CC(=O)N(c2ccc(F)c(Cl)c2)C1)N1CCC2(CC1)OCCO2 (stereo not given),-1,2,4,-14,x,2,x
O=P(NC(c1ccccc1)c1ccccc1)(Oc1ccccc1)Oc1ccccc1,5,1,-2,1,x,1,x
O=C(O)C1(c2ccc(Cl)cc2)CCC1,x,2,-8,-3,x,-2,x
CN1CCc2nc3ccc(F)cc3c(C(N)=O)c2C1,-7,-1,-4,-3,x,-14,x
CN(C)c1ccc(C=C2C(=O)NC(=S)NC2=O)cc1,5,8,-7,-9,2,-2,3
C[C@]12CCC3C(C(=O)C[C@H]4C[C@@H](O)CC[C@]34C)C1CCC2=O (stereo not given in full),-3,-3,5,3,-1,-2,-4
COc1ccc(CC(=O)N2CCN(C)CC2)cc1OC,0,x,-3,10,x,-7,x
O=C(O)c1ccccc1NC(=O)N1C[C@H]2C[C@@H](C1)c1cccc(=O)n1C2,-1,-1,-2,-8,0,0,7
COc1ccc(C(=O)O/N=C(/C(N)=O)P(=O)(OC(C)C)OC(C)C)cc1,3,1,x,x,1,x,-4
COc1ccc2cc(C(=O)C3CCCN(C4CCOCC4)C3)ccc2c1 (stereo not given),3,-2,-2,-12,-2,3,-36
CCOc1ccc(-n2c(O)c(C=Nc3ccc(N4CCOCC4)cc3)c(=O)[nH]c2=O)cc1,18,x,-1,-3,x,-7,x
N#CC12c3ccccc3C(=O)N1Cc1cnnn1-c1ccccc12 (stereo not given),-2,0,-1,2,-2,x,8
N#Cc1ccc(NC(=O)CN2CCCC2)cc1Cl,-1,x,x,x,-2,-5,-3
O=C(COc1ccc(Br)cc1)N1CCN(Cc2ccncc2)CC1,2,-7,5,-3,x,-7,x
COc1cccc(-c2nn(Cc3ccccc3)cc2C(=O)O)c1,0,-1,-1,-2,2,-2,-2
Cc1cc(NC(=O)COC(=O)c2c(C)nn(Cc3ccccc3Cl)c2Cl)no1,-1,x,-8,5,x,-1,x
Cn1c(=O)oc(=O)c2ccccc21,-6,3,-5,0,-2,24,x
O=C(Cc1ccncc1)N1CCCCN2[C@@H](CO)[C@H](c3ccc(C#Cc4ccccc4F)cc3)[C@@H]2C1,-1[16.7 µM],10,1,-6,20,-1,1
CCC1(C)CN(S(=O)(=O)OCC(Cl)(Cl)Cl)C(=O)N1 (stereo not given),-3,2,1,10,-8,-2,x
Cc1nc2ccc(N3CCN(C)CC3)cc2nc1C,1,x,x,x,-1,6,2
COc1cc(C2c3cc4c(cc3CC3COC(=O)C32)OCO4)cc(OC)c1OC (stereo not given),-2,1,-12,-64,-1,-8,0
CCC(=NCCc1ccccc1)c1c(O)n(C)c(=O)n(C)c1=O,-4,3,x,x,5,-13,2
COc1ccccc1-n1c(-c2ccccc2F)nc2ccccc2c1=O,x,x,x,x,-1,-12,-3
O=C(O)[C@@H]1[C@@H](CO)[C@@H]2Cn3c(ccc(C4=CCCCC4)c3=O)[C@H]1N2C(=O)Cc1ccccn1,x,52,-3,-40,-2,22,-17
CCCC1COC(Cn2cncn2)(c2ccc(Cl)cc2Cl)O1 (stereo not given),13,30,x,x,x,2,x
Cc1ccc(S(=O)(=O)Cc2ccc(C(=O)N3CCC4(CC3)OCCO4)o2)cc1,-6,-1,0,6,x,-1,x
OC12ONC(c3ccccn3)C1N1CCC2CC1 (stereo not given),2,0,-7,26,-13,x,-3
CN1C2c3ccccc3C3C4c5ccccc5C(C31)C(C2[N+](=O)[O-])N4C (stereo not given),3,2,-1,-5,2,-5,-4
CCN1C(=O)C(=Cc2ccc(N3CCOCC3)o2)C(=O)N(CC)C1=S,x,x,x,x,-4,-5,-4
COc1ccc(C(=O)OC2CC[C@@]3(C)C4CCC5[C@]6(O)CC(O)[C@@]7(O)C(CN8CC(C)CCC8[C@@]7(C)O)[C@]6(O)C[C@@]53O[C@]24O)cc1OC (stereo not given in full),2,0,-4,-2,0,-4,-2
C[C@@H]1CN([C@H](C)CO)C(=O)CCCn2nncc2CO[C@H]1CN(C)C(=O)Oc1ccc2ccccc2c1,1,0,6&3&4,11&6&12,-1&-1,-11,3
C/C=C/c1ccc([C@H]2[C@@H](CO)N3CCCCN(C(=O)Cc4cccnc4)C[C@@H]23)cc1,-5[16.7 µM],1,-1,1,-5,-15,-9
CCCNC(=O)[C@@H]1[C@@H](CO)[C@@H]2Cn3c(cccc3=O)[C@H]1N2CCC,0[16.7 µM],-1,5,19,-1,-6,1
c1cc(CNCCc2ccc3c(c2)OCO3)ccn1,-1,1,-15,18,3,-1,-2
COC(=O)C1=C(c2cccc(OC)c2OC)C[C@@H]2CC[C@H]1N2C(=O)NCc1cccc2ccccc12,1,-1,0,1,3,-11,-1
CCC(C)NC(=O)c1c(N)n(CC2CCCO2)c2nc3ccccc3nc12 (stereo not given),-4,3,x,x,x,-9,x
C=CCn1c(O)c(C(C)=NCCN2CCN(C(=S)NC)CC2)c(=O)[nH]c1=O,12,-2,1,1,1,-5,0
N#CC(C#N)=C(C#N)c1ccc(Nc2ccccc2)cc1,-6,-2,8,-3,-1,-3,1
CN(C)c1ccc(/C=C/[N+](=O)[O-])cc1,x,x,x,x,-1,-1,-4
COc1ccc(-c2nn(CCC#N)cc2C(=O)Nc2ccccc2)cc1OC,-4,0,-6,1,-1,-3,-1
CCOC(C(=O)OCC(O)CN(CC)CC)(c1ccccc1)c1ccccc1 (stereo not given),-5,2,-42,-6,x,-23,x
C[C@@H]1CC[C@@]2(NC1)O[C@H]1C[C@H]3[C@@H]4CC=C5C[C@@H](O)CC[C@]5(C)[C@H]4CC[C@]3(C)[C@H]1[C@@H]2C,x,3,-5,0,x,1,x
Nc1c(C(=O)NCCCc2ccccc2)c2nc3ccccc3nc2n1Cc1cccs1,6,1,1,-5,x,-54,x
O=C1NC(=O)C(=Cc2cn(CCOc3ccc4c(c3)OCO4)c3ccccc23)C(=O)N1,-7,-1,-12,x,x,-10,x
Cc1ccc(/C=C2\C(=O)NC(=O)N(CC3CCCO3)C2=O)s1 (stereo not given),-3,0,x,x,-2,-2,2
COc1ccc(-c2ccc([C@@H]3[C@H](CO)N4CCCCN(C(=O)Cc5ccccc5)C[C@@H]34)cc2)cc1,-2[16.7 µM],1,x,x,-1,5,1
c1ccc(OCC2CO2)cc1 (stereo not given),-4,2,-1,9,3,x,x
CCN1CCN(C(=O)COc2ccc3c(c2)C(=O)CC2(CCN(C(C)=O)CC2)O3)CC1,-2,-4,-4,12,x,-4,x
COc1ccc2c(c1OC)CN1CCc3cc4c(cc3[C@H]1C2)OCO4,x,-1,-15,9,x,4,x

Other structures:
SMILES,miR-122 sensor,Cneo AK release,esBAF inh,Statin myotox sup,ERp5 block,ARNT TACC3 PPI,SIRT5 inh
CCC1CCCCN1CC(=O)c1ccc(OC(F)F)cc1 (stereo not given),4,0,-6,3,x,-5,x
O=c1[nH]c(CN2CCNCC2)nc2ccccc12,-3,6,x,x,x,0,x
c1cc(C2N3CCCN2CC3)ccn1 (stereo not given),x,x,x,x,-1,-6,-1
O=c1c2ccccc2nc(Cc2ccccc2)n1-c1ccccc1,-1,-1,38,-15,-1,-3,-1
c1ccc(Nc2ccc(Nc3ccccc3)cc2)cc1,-9,-2,39,11,-4,x,x

An excerpt of these results, with two lines to a compound:
Order of values: miR-122 sensor, Cneo AK release, esBAF inh, Statin myotox sup, ERp5 block, ARNT TACC3 PPI, SIRT5 inh
C[C@@H]1CC[C@@]2(NC1)O[C@H]1C[C@H]3[C@@H]4CC=C5C[C@@H](O)CC[C@]5(C)[C@H]4CC[C@]3(C)[C@H]1[C@@H]2C
→ x, 3, -5, 0, x, 1, x
Nc1c(C(=O)NCCCc2ccccc2)c2nc3ccccc3nc2n1Cc1cccs1
→ 6, 1, 1, -5, x, -54, x
O=C1NC(=O)C(=Cc2cn(CCOc3ccc4c(c3)OCO4)c3ccccc23)C(=O)N1
→ -7, -1, -12, x, x, -10, x
Cc1ccc(/C=C2\C(=O)NC(=O)N(CC3CCCO3)C2=O)s1 (stereo not given)
→ -3, 0, x, x, -2, -2, 2
COc1ccc(-c2ccc([C@@H]3[C@H](CO)N4CCCCN(C(=O)Cc5ccccc5)C[C@@H]34)cc2)cc1
→ -2[16.7 µM], 1, x, x, -1, 5, 1
c1ccc(OCC2CO2)cc1 (stereo not given)
→ -4, 2, -1, 9, 3, x, x
CCN1CCN(C(=O)COc2ccc3c(c2)C(=O)CC2(CCN(C(C)=O)CC2)O3)CC1
→ -2, -4, -4, 12, x, -4, x
COc1ccc2c(c1OC)CN1CCc3cc4c(cc3[C@H]1C2)OCO4
→ x, -1, -15, 9, x, 4, x
CCC1CCCCN1CC(=O)c1ccc(OC(F)F)cc1 (stereo not given)
→ 4, 0, -6, 3, x, -5, x
O=c1[nH]c(CN2CCNCC2)nc2ccccc12
→ -3, 6, x, x, x, 0, x
c1cc(C2N3CCCN2CC3)ccn1 (stereo not given)
→ x, x, x, x, -1, -6, -1
O=c1c2ccccc2nc(Cc2ccccc2)n1-c1ccccc1
→ -1, -1, 38, -15, -1, -3, -1

An excerpt. The share of hits here may be higher or lower than overall.
